Screening data from PubChem.
MCL1 BIM primary: MCL1-BIM-BH3 interaction inhibition (human); GST-MCL1 / FITC-Bim-BH3 fluorescence polarization; inhibition, % at 10.9 µM; Q07820; 0.68% of 320,000 active;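 active means inhibition above the mean inhibition of all tested compounds plus 3 SD, set per campaign, cut at about 40% in these data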;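 further: 0% = DMSO wells and 100% = unlabeled Bim-BH3 peptide control; higher means more loss of mP so more displacement of Bim peptide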
Target sequence (Q07820 whole entry, looked up): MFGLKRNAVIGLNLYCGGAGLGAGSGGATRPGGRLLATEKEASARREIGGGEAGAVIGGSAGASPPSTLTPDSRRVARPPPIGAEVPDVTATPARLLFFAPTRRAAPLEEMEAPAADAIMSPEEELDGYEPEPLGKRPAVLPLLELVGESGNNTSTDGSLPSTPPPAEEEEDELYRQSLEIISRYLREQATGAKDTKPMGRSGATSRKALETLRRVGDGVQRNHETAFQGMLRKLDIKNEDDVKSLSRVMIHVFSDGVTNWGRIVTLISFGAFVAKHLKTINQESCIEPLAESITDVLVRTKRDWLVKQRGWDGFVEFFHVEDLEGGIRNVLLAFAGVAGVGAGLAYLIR
VLA-4 inh: inhibition in a human VLA-4 binding assay; P13612; VLA-4 expressing cells, ligand binding flow cytometry; inhibition, % (about 7 µM as worked out from the volumes in the protocol); 0.2% of 330,000 active; AID 2557; in the data active means inhibition above about 50%
AGP1-GFP MLPCN: alters AGP1-GFP fluorescence in TOR pathway yeast screen; 0.02% of 320,000 active; GFP response vs DMSO, % at 10 µM; S. cerevisiae AGP1-GFP multiplex flow cytometry, 3 h; GFP as percent of DMSO wells;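 active means GFP response relative to DMSO above a set limit, near screen average plus 3 SD, cut at about 150% in these data; inconclusive means fewer than 70 cells counted for the yeast strain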;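 further: median GFP channel fluorescence of the gated AGP1 strain per well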
BCLXL inh: Bcl-xL (human) inhibition | GST-Bcl-xL / FITC-Bim BH3 peptide fluorescence polarization | 0.7% of 320,000 active | inhibition, % at 10.9 µM | Q07817;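 active means inhibition above the mean of all tested compounds plus 3 SD, cutoff set per campaign, cut at about 30% in these data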;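 further: 0% = DMSO wells and 100% = unlabeled Bim-BH3 peptide competitor; inhibitors lower millipolarization by displacing the labeled peptide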
GLD-1 TGE inh: GLD-1-TGE RNA interaction inhibition (C. elegans); 0.44% of 320,000 active; purified GLD-1 + fluorescein TGE RNA, fluorescence polarization; Q17339; AID 2280; inhibition, % at 5.96 µM;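 active means percent inhibition above a per-plate cutoff, the plate mean of test compounds plus 3 SD, cut at about 30% in these data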;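 further: 0% = DMSO wells with GLD-1 and probe and 100% = wells lacking GLD-1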
Fam108B counter: blocks mouse Fam108B hydrolase in RBBP9 counter-screen; recombinant Fam108B, FP-Rh probe fluorescence polarization; inhibition, % at 9.51 µM; 0.33% of 300,000 active; AID 1947;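 active means inhibition above the screen mean inhibition plus 3 SD, computed separately per campaign, cut at about 18% in these data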;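 further: inhibitors lower polarization as less probe binds the enzyme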
MEX-5 binding: C. elegans MEX-5 TCR-2 RNA binding activity | 0.38% of 300,000 active | MEX-5/FITC-TCR2 RNA binding, fluorescence polarization; active compounds read low | Q9XUB2 | AID 1832 | activity score (negative = inhibition of binding), % at 10 µM;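 active means inhibition past about -25% in most replicates, and total fluorescence under double the plate's negative control median, limit read from the data; inconclusive means replicates evenly split on the limit, or fluorescence at least double controls; inactive means too little inhibition in most replicates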;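 further: 0% = DMSO and -100% = 5 µM competing unlabeled TCR2 RNA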
CIT2-GFP yeast: modulators of TOR pathway CIT2-GFP in S. cerevisiae. 0.065% of 320,000 active. GFP response vs DMSO, % at 10 µM. S. cerevisiae CIT2-GFP strain, flow cytometry, 3 h; 100 means same as DMSO wells. AID 2029;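 active means GFP response relative to DMSO above a set limit, near the screen mean plus 3 SD, cut at about 150% in these data; inconclusive means Fewer than 70 cells measured for a yeast strain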;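 further: ratio of well median GFP fluorescence to mean of DMSO wells on the plate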
GRK2 inh: human GRK2 inhibition via aptamer displacement; 0.59% of 330,000 active; P25098; bead flow cytometry, FAM-aptamer displacement from GRK2; inhibition of aptamer binding, % at 10 µM; AID 488847;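 active means inhibition of aptamer binding above 40%, roughly 3 SD of noise, on plates passing a quality check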;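 further: median bead fluorescence of bound FAM aptamer so fluorescent compounds give negative values; no value below 0 was filed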
Target sequence (P25098 whole entry, looked up): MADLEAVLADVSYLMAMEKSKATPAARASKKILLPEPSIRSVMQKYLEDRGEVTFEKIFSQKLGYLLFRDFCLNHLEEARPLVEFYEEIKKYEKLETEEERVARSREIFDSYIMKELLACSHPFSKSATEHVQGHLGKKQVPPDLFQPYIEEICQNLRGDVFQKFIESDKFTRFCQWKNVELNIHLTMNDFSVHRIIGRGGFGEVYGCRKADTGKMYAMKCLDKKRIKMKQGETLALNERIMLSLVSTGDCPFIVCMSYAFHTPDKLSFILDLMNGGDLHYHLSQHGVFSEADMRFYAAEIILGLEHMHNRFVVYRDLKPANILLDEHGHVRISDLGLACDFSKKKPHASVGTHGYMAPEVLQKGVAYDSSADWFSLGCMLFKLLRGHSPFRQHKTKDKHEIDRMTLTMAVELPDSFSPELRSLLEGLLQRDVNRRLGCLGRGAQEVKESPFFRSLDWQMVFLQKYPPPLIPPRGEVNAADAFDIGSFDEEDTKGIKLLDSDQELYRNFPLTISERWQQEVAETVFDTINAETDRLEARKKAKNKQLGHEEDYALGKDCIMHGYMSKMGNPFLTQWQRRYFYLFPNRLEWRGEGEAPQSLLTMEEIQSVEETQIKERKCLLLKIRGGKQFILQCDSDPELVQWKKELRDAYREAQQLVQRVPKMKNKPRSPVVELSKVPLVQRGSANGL
The depositor's hits bear a star; ? = inconclusive; nt = not tested or not shown; [ ] = dose if it differs, or a comment.

Order of results – GRK2 inh	BCLXL inh	VLA-4 inh	AGP1-GFP MLPCN	MEX-5 binding	CIT2-GFP yeast	MCL1 BIM primary	Fam108B counter	GLD-1 TGE inh
Cc1ccc2c(ccc[n+]2CC(=O)c2ccccc2)c1
    1	24	-28	103	-2.9	108	20	3	-20
CCCNc1nc(OC(C(F)(F)F)C(F)(F)F)nc(OC(C(F)(F)F)C(F)(F)F)n1
    3	3	-3	95	1.5	91	10	0	-4
CNC(=O)CSc1nnc(-c2ccco2)n1-c1ccccc1OC
    2	-6	-3	103	0.9	103	2	0	3
COc1cc(C(=O)Nc2nc(-c3ccc(C)cc3)cs2)ccc1OCC(=O)N1CCOCC1
    0	4	-7	102	-1.4	105	8	-2	-2
c1ccc2c(c1)OCC(c1nn3c(Cn4nnc5ccccc54)nnc3s1)O2 (stereo unspecified)
    3	7	-7	95	0.1	94	7	3	4
O=C(NN=C1CCN(Cc2ccccc2)CC1)c1cc(Br)ccc1O
    0	5	-3	100	-0.7	106	13	0	4
Cc1cc(C(=O)CSc2nnnn2-c2ccc(O)cc2)c(C)n1Cc1ccc2c(c1)OCO2
    4	0	2	103	0.5	100	0	-22	-5
NC(=O)C1CCN(C(=O)Cn2cccc2C(=O)c2ccccc2)CC1
    3	10	18	95	-1.9	82	9	4	6
O=C(C1CCCN(S(=O)(=O)c2ccccc2[N+](=O)[O-])C1)N1CCCC1 (stereo unspecified)
    1	-2	25	99	-3.9	103	-3	3	3
COc1ccc(C(=O)COC(=O)CCc2ccccc2)cc1
    0	7	10	100	-1.3	94	0	3	3
COC1CCN(C(=O)c2ccc3oc(C(C)C)nc3c2)CC1
    4	8	21	100	2.5	98	4	0	3
COc1cc(OC)c(OC)cc1/C=N/NC(=O)CC1C(=O)NN=C1C (stereo unspecified)
    2	1	10	108	0.7	94	-3	2	-1
CN(CC(=O)Nc1ccc2c(c1)OCO2)S(=O)(=O)c1cccs1
    1	1	-11	?	-1.4	?	1	-1	8
CC1=CC(C)(C)N(C(=O)CN2C(=O)CCC2=O)c2ccc(C)cc21
    0	6	4	124	-0.1	129	0	1	4
O=C(O)CC1S/C(=N/N=C/c2ccc(-c3ccc(Cl)cc3[N+](=O)[O-])o2)NC1=O (stereo unspecified)
    1	15	-5	99	-13	105	16	4	12
COc1ccc(-c2[nH]c(-c3ccc(F)cc3)nc2SCC(=O)NC2CCCC2)cc1
    2	3	-8	93	-1.8	95	5	9	-1
CC(=O)N1CCN=C1SCc1c(F)cccc1Cl
    3	1	-7	101	0.4	107	6	-1	3
O=C(C1=C[C@H](C2CC2)C[C@H](OCc2ccc(CO)cc2)O1)N1CCOCC1
    6	3	-7	98	-0.6	100	10	2	6
O=C(CN1CC(=O)Nc2ccccc21)NCCc1ccc(Cl)cc1Cl
    0	-7	-14	99	-2.2	85	-19	-2	-21
Cc1ccc(NC(=O)N2CCC(NC(=O)C(C)(C)C)CC2)cc1
    0	5	2	106	0.5	114	8	1	3
O=C(Nc1nc(-c2ccc(Cl)cc2Cl)cs1)C1CCCO1 (stereo unspecified)
    2	0	-8	98	-0.3	93	-5	-2	0
Cc1nnc(NC(=O)C2CCCN(S(=O)(=O)Cc3ccccc3)C2)s1 (stereo unspecified)
    0	2	4	100	-0.9	99	-1	4	8
Cc1ccc(S(=O)(=O)/N=S(/C)c2ccccc2)cc1 (stereo unspecified)
    0	3	7	100	0.6	98	6	7	-5
COc1ccc2c(C)c(CCC(=O)NCCCN3CCCC3=O)c(=O)oc2c1C
    1	2	17	96	-0.5	95	-9	-4	-2
ClCc1csc(N/N=C/c2cccs2)n1
    0	1	-6	104	2.0	94	4	-3	-5
COc1ccc(S(=O)(=O)NCC2CCCN(Cc3ccccc3Cl)C2)cc1 (stereo unspecified)
    0	-1	8	104	4.7	98	4	0	0
O=C(NCCN1CCc2ccccc2C1)C1CC(=O)N(C2CCCC2)C1 (stereo unspecified)
    0	1	-2	92	1.2	93	2	-3	1
Cc1cc(=O)n2nc(N3CCCC3C(=O)Nc3ccccc3C)sc2n1 (stereo unspecified)
    0	4	3	90	-0.8	94	3	-10	-6
COc1ccc(/C=C/C(=O)c2ccccc2)c(OC)c1
    1	0	2	93	1.7	92	3	-8	0
O=C(CC1C(=O)NCCN1Cc1ccccc1)NCCN1CCCCC1=O (stereo unspecified)
    3	19	1	96	-8.9	105	11	-1	9
O=C(Cc1ccc(Cl)cc1)Nc1ccccc1C(=O)Nc1ccc(C(=O)O)cc1
    2	2	9	96	0.0	94	8	0	1
O=C(N/N=C/c1ccc(-n2ccnc2)cc1)c1cccs1
    1	4	-3	105[may fluoresce green]	0.4	116[may fluoresce green]	14	3	-3
Cc1ccc(S(=O)(=O)N2CCCCC2C(=O)N2CCN(c3ccccc3F)CC2)cc1 (stereo unspecified)
    1	-2	4	96	0.1	98	-3	-3	1
CCOC(=O)N1CCC(NC(=O)c2cc(C(=O)Nc3ccc(F)cc3F)ccc2CO)CC1
    3	5	-13	111	-0.9	107	3	-3	5
CCN1C(=O)c2ccc(-c3nc4ccccc4c(=O)o3)cc2C1=O
    3	1	42	89	-0.8	86	5	4	-4
O=C(Nc1ccc(S(=O)(=O)O)cc1)c1ccc2c(c1)S(=O)(=O)c1ccccc1C2=O
    0	0	-3	87	-3.0	90	-2	3	-1
CSc1sc(C(=O)N(C)C)c2c1S(=O)(=O)N(C)c1ccccc1-2
    0	2	-3	106	-1.2	105	-2	-4	4
CC(=O)c1cc(C#N)c(Oc2cc(C)cc(C)c2)nc1C
    0	4	16	104	-0.5	108	6	2	1
O=C(Nc1cccc(C(=O)O)c1)Nc1cccc2ccccc12
    0	1	3	92	-1.6	103	2	-2	-3
COCCNC(=O)c1cc2c(=O)n3cccc(C)c3nc2n(Cc2ccncc2)c1=N
    1	2	11	?	3.5	?	-1	4	0
CC(=O)c1cccc(CN2CCN(C3CCCCC3)C(CCO)C2)c1 (stereo unspecified)
    5	9	-2	105	0.2	79	10	-1	3
O=c1c2ccccc2ncn1Cc1cccc2ccccc12
    1	0	-6	99	-0.7	88	5	-2	0
CCOC(=O)C1CCN(C(=O)COc2cccc(C)c2)CC1
    0	4	14	95	1.3	93	5	0	1
CN(CCCNC(=O)c1ccc(N2CCCC2=O)cc1)c1ccccc1
    0	1	3	94	-1.0	97	10	3	-2
COc1ccc(C(=O)N/N=C(\C)CC(=O)NC2CCCCC2)c(OC)c1
    0	2	-14	111	1.9	101	6	2	6
Nc1cc(N)nc(SCC(=O)c2ccc3c(c2)NC(=O)CO3)n1
    3	-2	-8	103	-0.1	99	-5	-2	2
CCOc1ccccc1NC(=O)Cn1nnc(C(=O)NCCc2ccc(OCC)c(OCC)c2)c1N
    0	-1	18	111	2.0	112	0	0	8
C=CCN1C(=O)C(C)S/C1=N\S(=O)(=O)c1ccc(Cl)cc1 (stereo unspecified)
    0	-4	11	102	0.3	101	0	-2	-8
CS(=O)(=O)N1CCC(C(=O)Nc2ccc(Br)cc2F)CC1
    0	2	8	112	-1.4	105	-5	1	-1
COc1cc(C(=O)N/N=C/c2cccc(Oc3ccccc3)c2)ccc1O
    6	nt	9	?	-2.3	78[may fluoresce red]	nt	nt	nt
CCOC(=O)C1C(c2ccc(C)o2)NC(=O)NC1(O)C(F)(F)F (stereo unspecified)
    2	5	-2	98	-1.8	102	3	2	2
CCC(C(=O)NC1CCCCC1)n1c(SCc2ccc(F)cc2)nc2ccncc21 (stereo unspecified)
    0	0	9	103	2.6	101	-4	-4	0
CC1=NOC(=O)/C1=C\c1ccccc1
    2	0	3	103	-1.8	100	4	-2	7
CCCOc1cc(C)c(S(=O)(=O)n2ccc(C)n2)cc1C
    1	5	12	97	-2.3	97	7	-2	8
C=CCNC(=O)c1ccc(C(=O)c2ccccc2)cc1
    67*	3	25	98	-0.4	98	-1	0	0
O=C(Cc1n[nH]c(=O)c2ccccc12)OCC(=O)c1ccccc1
    3	1	10	102	nt	93	-7	nt	-2
CCCc1cc(N2CCOCC2)n2nc(C)c(-c3ccccc3)c2n1
    0	5	8	94	0.1	99	3	5	-9
CC(NC(=O)c1ccccc1F)c1ccccc1 (stereo unspecified)
    0	4	11	101	-1.1	97	-1	-2	-1
CC(C)(C)NC(=O)c1cccc2c1OC(C)(C)C2
    1	6	14	99	2.3	94	6	-1	6
Cc1nc(C(C)NC(=O)CCc2nnc(Cc3c[nH]c4ccccc34)o2)cs1 (stereo unspecified)
    0	-2	6	93	0.9	92	-2	3	1

The results go on:
Order of results – GRK2 inh	BCLXL inh	VLA-4 inh	AGP1-GFP MLPCN	MEX-5 binding	CIT2-GFP yeast	MCL1 BIM primary	Fam108B counter	GLD-1 TGE inh
Cc1ccc(NC(=O)Cn2cnc3cc([N+](=O)[O-])ccc3c2=O)c(Cl)c1
    1	4	0	117	-0.3	98	-2	1	-2
Cc1nc(SCC(=O)Nc2ccc(F)cc2)c2oc3ccccc3c2n1
    0	5	2	83	-1.2	90	3	5	1
C=CCOc1cccc(C2C(C(=O)c3ccc(C)o3)=C(O)C(=O)N2CCN(C)C)c1 (stereo unspecified)
    2	9	15	80	nt	110	2	0	4
Cc1cc(OCc2cc(C(=O)NC(C)c3c(C)nn(C)c3C)no2)cc(C)c1Cl (stereo unspecified)
    1	-7	0	122	2.9	110	-10	-5	3
Oc1ccc(Cl)cc1CNCC1CCCCC1
    0	4	39	102	nt	101	0	2	0
CCCC(=O)Nc1nn(CCC)c2nc3ccccc3cc12
    7	0	-18	101	0.9	101	-11	-3	0
O=C(OCn1ncc(Cl)c(Cl)c1=O)c1ccccc1Cl
    0	-3	39	100	0.1	90	-8	-2	-2
O=C(/C=C/c1ccc(S(=O)(=O)NCc2ccco2)cc1)N1CCN(c2ccccc2)CC1
    2	4	8	114	-1.2	107	3	4	1
O=C(NC(NC(=S)Nc1ccccc1)C(Cl)(Cl)Cl)c1cccc(Cl)c1 (stereo unspecified)
    0	3	1	99	-0.2	101	-1	-39	3
O=C(O)c1ccc(N/N=C/c2ccc3c(c2)OCO3)cc1
    0	8	0	87	-1.2	80	-3	-2	-2
CCOC(=O)c1sc(NC(=O)COC(=O)Cn2cnc3ccccc32)c(C(=O)OCC)c1C
    1	1	0	94	3.5	79	7	-3	-1
Cc1cccc(N2CCN(C(=O)CCNS(=O)(=O)c3ccc4c(c3)CCC(=O)N4)CC2)c1C
    2	3	-9	105	1.5	111	5	4	8
O=C(CCCN1C(=O)c2cccnc2C1=O)Nc1ccccc1F
    1	7	10	99	-2.9	100	2	-3	-7
CN1CCN(c2nc3c(c(=O)[nH]c(=O)n3C)n2CCSc2nnnn2-c2ccccc2)CC1
    0	4	2	97	-1.2	90	2	2	3
COc1ccccc1N1CCN(CC(=O)Nc2ccccc2C(=O)NCCc2ccccc2)CC1
    1	6	-2	112	nt	100	7	nt	5
CCC(=O)N(CCC(c1ccco1)c1ccccc1OC)Cc1cccs1 (stereo unspecified)
    2	-5	3	83	3.2	nt	-12	3	-1
COc1ccc(NC(=O)c2cccc(NC(=O)C3C4CC5OC(=O)C3C5C4)c2)c(OC)c1 (stereo unspecified)
    3	5	-44	102	2.2	107	7	0	7
Cc1nc2ccccc2n1CC(=O)N1CC(=O)Nc2ccccc21
    0	4	10	97	-0.7	106	3	-2	4
